From PubChem BioAssay
TR SRC2 fluor cs: counter-screen for TRb-SRC2 inhibitors: fluorescence interference. TRb/SRC2 Texas Red total fluorescence interference. Potency, µM (series often up to 106 µM), inactives show top-dose fluorescence change, negative = quenching. 0.29% of 280,000 active. AID 1479; active = well fitted curve in either direction with a large enough effect; inconclusive = small, poorly fitted or top-dose-only effect; note: potency is the fitted concentration of half-maximal effect; % is set by controls: 0 for no effect and ±100 for the full control effect
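Human TRβ ligand-binding domain (0.6 uM) and Texas Red SRC2 peptide (20 nM) in Tris buffer with 1 uM T3 and 5% DMSO were incubated with pinned compound for 5 hr at ambient temperature. Total fluorescence was computed as S + 2P (555/632 nm).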
Epigenetic reg: epigenetic control regulation, reporter derepression | murine LDR cells, GFP reporter derepression, 30 h | Potency, µM (titrated, usually from 53.9 µM), for the others: top-dose GFP activation, hits mostly activators | 0.2% of 280,000 active | AID 1865; note: potency is the fitted concentration of half-maximal effect; % of control where 0% means no effect; nearly all actives have a fitted effect of over 60% in size
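Reporter derepression read as number of fluorescent GFP-positive objects, 20-120 um in size, counted by laser-scanning cytometer. Mouse LDR line with an epigenetically silenced CMV-GFP locus; compound incubation 30 h, 37 C.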
NPSR antagonist: blocks cAMP signaling of the human neuropeptide S receptor | Q6W5P4 | CHO-NPSR cells, cAMP TR-FRET, antagonist mode | Potency, µM (top dose mostly 38.3 µM), without a hit: top-dose activity change, negative = inhibition, hits mostly inhibitors | 1% of 220,000 active; note: potency is the fitted concentration of half-maximal effect; % is set by controls: 0 for no effect and ±100 for the full control effect; nearly all actives have a fitted effect of over 50% in size; many of its hits are not listed in these tables
Tau fluor counter: counter-screen for tau fibril formation inhibitors; tau K18 P301L Alexa594 fluorescence, heparin fibrillization; Potency, µM (top dose mostly 57.7 µM), inactives show top-dose activity change, negative = decrease; 0.93% of 280,000 active; note: potency is the fitted concentration of half-maximal effect; % is set by controls: 0 for no effect and ±100 for the full control effect; nearly all actives have a fitted effect of over 55% in size
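Human tau K18 P301L (15 uM unlabeled, 0.24 uM Alexa 594-labeled) in 100 mM sodium acetate pH 7 with 20 uM heparin, 6 hr at 37 C. ThT 30 uM added, 1 hr ambient; Alexa 594 FP and total fluorescence read at 555/632 nm.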
GLA spleen mod: alpha-galactosidase A (human) modulation | P06280 | human spleen homogenate, 4MU-alpha-Gal fluorescence, 40 min | Potency, µM (highest dose often 80 µM), inactives show at the top dose activity change, negative = inhibition, usual class: inhibitors | 0.008% of 240,000 active | AID 2107;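 note: potency is the fitted concentration of half-maximal effect; 0% = enzyme with vehicle and -100% = no enzyme basal signal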
Target sequence (P06280 32-429 limits assumed): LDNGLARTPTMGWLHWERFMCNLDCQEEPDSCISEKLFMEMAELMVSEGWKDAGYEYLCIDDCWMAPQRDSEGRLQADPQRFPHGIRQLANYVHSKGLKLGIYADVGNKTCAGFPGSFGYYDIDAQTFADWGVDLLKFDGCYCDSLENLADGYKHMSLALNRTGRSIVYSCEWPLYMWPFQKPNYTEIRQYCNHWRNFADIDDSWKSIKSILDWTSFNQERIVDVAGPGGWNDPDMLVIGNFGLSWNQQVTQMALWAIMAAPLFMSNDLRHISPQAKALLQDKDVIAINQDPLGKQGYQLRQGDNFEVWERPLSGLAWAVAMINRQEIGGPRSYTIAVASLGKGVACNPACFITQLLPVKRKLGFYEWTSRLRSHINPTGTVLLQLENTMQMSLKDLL
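Human spleen homogenate (1 ug) was the enzyme source, with 4-methylumbelliferyl-alpha-D-galactopyranoside (1 mM final) in pH 5.0 citrate buffer with 0.01% Tween-20. Compounds were titrated; after 40 min at 37C, NaOH/glycine stop, 4-MU fluorescence read; AC50 from Hill fits.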
Tau FP inhib: inhibitors of human tau fibril formation; K18 P301L tau heparin fibrillization, Alexa594 FP, 6 h; Potency, µM (series often up to 57.7 µM), without a hit: top-dose activity, negative = inhibition, hits mostly inhibitors; P10636; 0.39% of 280,000 active; note: potency is the fitted concentration of half-maximal effect; % is set by controls: 0 for no effect and ±100 for the full control effect; nearly all actives have a fitted effect of over 55% in size
Target sequence (P10636 561-689 P618L limits assumed): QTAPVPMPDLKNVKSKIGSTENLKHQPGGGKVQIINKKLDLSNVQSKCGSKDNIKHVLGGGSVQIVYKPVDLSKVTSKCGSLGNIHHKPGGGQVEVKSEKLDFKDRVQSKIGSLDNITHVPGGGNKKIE
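Steps: dispense K18 P301L tau (15 uM plus 0.24 uM Alexa 594 tracer, final) in pH 7 sodium acetate; add compound; add heparin (20 uM final); incubate 6 hr, 37 C; add ThT (30 uM final); after 1 hr ambient, read FP.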
CBFb RUNX1 block: blocks binding between human CBF-beta and RUNX1; AlphaScreen CBFb-His/RUNX1-biotin binding, biochemical; Potency, µM (series often up to 59.8 µM), inactives show at the highest dose activity, negative = inhibition, hits mostly inhibitors; 230,000 tested, under 10 active; AID 1477; note: % of control where 0% means no effect
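CBF-beta (His) and RUNX1 (biotin), 30 nM each; 20 min preassociation; + compound, 15 min; + beads 50 ng each (Ni, streptavidin), 90 min; RT; AlphaScreen read.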
TRb-SRC2 inh: inhibitors of human thyroid hormone receptor beta-SRC2 interaction; P10828; TRbeta-SRC2 peptide binding, fluorescence polarization; receptor liganded with 1 µM T3; Potency, µM (titrated, usually from 106 µM), without a hit: at the highest dose activity change, negative = inhibition, most hits filed as inhibitors; 0.065% of 280,000 active;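 note: potency is the fitted concentration of half-maximal effect; plate controls were bound peptide for no effect and peptide without receptor for full effect; nearly all actives have a fitted effect of over 50% in size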
Target sequence (P10828 whole entry, looked up): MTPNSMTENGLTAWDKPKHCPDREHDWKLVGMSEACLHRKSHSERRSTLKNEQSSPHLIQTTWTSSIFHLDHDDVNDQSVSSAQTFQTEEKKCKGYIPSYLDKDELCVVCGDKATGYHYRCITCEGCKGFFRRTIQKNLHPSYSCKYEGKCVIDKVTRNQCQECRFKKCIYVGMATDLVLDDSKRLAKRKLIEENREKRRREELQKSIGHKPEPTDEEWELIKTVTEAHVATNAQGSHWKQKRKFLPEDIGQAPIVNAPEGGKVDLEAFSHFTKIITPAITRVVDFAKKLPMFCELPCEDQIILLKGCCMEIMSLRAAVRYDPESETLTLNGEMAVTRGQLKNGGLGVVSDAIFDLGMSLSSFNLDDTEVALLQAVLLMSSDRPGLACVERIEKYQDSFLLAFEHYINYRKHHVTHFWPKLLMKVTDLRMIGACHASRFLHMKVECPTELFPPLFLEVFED
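Quantitative HTS by FP: 0.6 uM TRb LBD, 20 nM labeled SRC2 20-mer, 1 uM T3, 5% DMSO; 5 hr ambient incubation; % activity per concentration and potencies from concentration series.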
Active calls of the source: *; ? = inconclusive; . = no result given; & = joins results of further samples; [ ] = remark or other dose. Unless noted, calls come from the whole dose curve; as a rule, active = well fitted curve in the direction sought with a large enough effect; inconclusive = small, poorly fitted or top-dose-only effect, or another doubt; inactive = no such curve, though single readings can be large; an effect the other way counts as inactive or inconclusive. Not all compounds are listed, so the mix of outcomes need not match the whole.

SMILES	TR SRC2 fluor cs	Epigenetic reg	NPSR antagonist	Tau fluor counter	GLA spleen mod	Tau FP inhib	CBFb RUNX1 block	TRb-SRC2 inh
O=C(Nc1ccc(F)cc1)C(Sc1nnc2ccccn12)c1ccccc1 (stereo not given)	-1.2%	-0.9%	-1.4%	-1.4%	-6.0%	-7.2%	8.1%	-2.1%
Cc1cccc(C(=O)Nc2ccc(NC(=O)Cc3ccc(Cl)cc3)cc2)c1	-1.9%	-0.9%	-24.1%[46.1 µM]	-6.4%	-2.4%	-14.2%	0.6%	3.8%
CC1(C)Cc2nc3sc4c(OCc5ccccc5)ncnc4c3cc2CO1	-5.4%	1.2%	-15.9%[46.1 µM]	-3.6%	-0.3%	1.4%	-1.4%	-2.8%
COc1ccc2[nH]c(=O)c(CN(C)C(=O)COc3ccccc3)cc2c1	-0.8%	-0.1%	-8.8%[46.1 µM]	1.1%	12.2%	-0.3%	-1.4%	5.2%
Nc1cc[n+](CC(=O)Nc2ccccc2)cc1	0.2%	-1.1%	-7.2%	-3.2%	8.3%	5.2%	4.2%	3.0%
Clc1ccc(CN2CCN(/N=C/c3cccnc3)CC2)cc1	-2.3%	0.0%	9.1%	-8.8%	1.6%	-7.8%	-4.3%	-6.2%
COc1cccc(NC(=O)Nc2nnc(CC(=O)Nc3ccccc3)s2)c1	-1.0%	-0.9%	-9.6%	?	-3.0%	12.6µM*	-4.8%	6.7%
COc1ccc(NC(=O)CSc2nc3ccccc3n2Cc2cccc(OC)c2)cc1	0.1%	?	.	-25.0%	.	-7.5%	.	-0.1%
CCCc1[nH]nc2c1C(c1ccc(OCCN3CCOCC3)c(OC)c1)C(C#N)=C(N)O2 (stereo not given)	-0.5%	1.7%	14.9%[46.1 µM]	-6.5%	-8.1%	-1.8%	-0.9%	-3.6%
COc1ccc(OC)c(Nc2nc3ccccc3nc2-n2nc(C)cc2C)c1	0.7%	-0.9%	.	12.6µM*[quencher]	.	?	.	7.7%
O=C(CS(=O)(=O)c1c[nH]c2ccccc12)NC1CCCCC1	-2.6%	-1.6%	5.3%[46.1 µM]	-2.4%	-1.1%	7.2%	6.4%	4.2%
O=C(COC(=O)COc1ccccc1)NC1CCCc2ccccc21 (stereo not given)	0.6%	0.0%	15.6%	-1.0%	4.0%	7.8%	6.4%	-4.4%
Cc1ccc(Sc2ccncc2S(N)(=O)=O)cc1	-2.4%	-0.9%	9.8%	-0.6%	-6.9%	5.1%	-1.0%	0.3%
CCOc1ccc(CNc2ccc3c(c2)ncn3C)cc1	0.5%	0.0%	-7.8%[46.1 µM]	-12.8%	5.9%	8.6%	-5.8%	-5.0%
CCOC(=O)c1ccc(NC(=O)Cn2c(=O)cc(C)c3c(C)nn(-c4cccc(F)c4)c32)cc1	5.3%	4.0%	.	-23.5%	.	?	.	5.4%
CC(Cl)C(=O)Nc1cc(C(C)(C)C)nn1-c1ccccc1 (stereo not given)	1.7%	-3.8%	4.2%	-1.1%	-3.4%	0.6%	-12.2%	-6.0%
CCC1=C(OC(=O)N(CC)CC)N2C(=O)OC(=NCC3CC3)[C@]2(C)[C@H]2C1=CC[C@H]1C(=O)N(C)C(=O)[C@H]12	-9.5%&-2.1%	3.3%&-0.4%	10.6%	-16.5%&-1.5%	-0.6%&0.7%	2.3%&-6.2%	2.6%	1.6%&0.2%
CCOC(=O)c1[nH]c2ccccc2c1NC(=O)c1ccc2c(c1)OCO2	0.6%	4.6%	1.3%[46.1 µM]	-18.5%	-7.0%	-0.5%	-3.1%	4.9%
O=C(COc1ccccc1Cl)Nc1ccccc1OCc1cc(=O)n2ccccc2n1	0.0%	-2.9%	.	5.0%	.	-6.2%	.	-6.6%
O=C(CNc1cccc(Cl)c1)c1ccc(Cl)cc1	0.6%	0.9%	1.3%[46.1 µM]	-9.6%	2.9%	-2.0%	1.0%	3.4%
Cc1ccc(C(C)(C)C)c(OCCN2CCCC2)c1	0.6%	-0.9%	6.9%	4.9%	2.9%	-5.1%	7.6%	-3.4%
Cc1nn(C)c(C)c1S(=O)(=O)N(CC(=O)NCCc1ccc(Cl)cc1)c1ccc(C(C)C)cc1	-1.3%	-0.9%	.	-7.0%	.	0.8%	.	1.2%
CCCOc1cccc(C(=O)N(Cc2cccs2)C2CCS(=O)(=O)C2)c1 (stereo not given)	-1.0%	-0.9%	6.3%[46.1 µM]	-4.0%	8.4%	0.8%	-6.0%	-1.7%
Cc1ccc(S(=O)(=O)NC2(C(F)(F)F)NC(=O)N(C)C2=O)cc1 (stereo not given)	3.7%	0.0%	13.5%[46.1 µM]	-0.1%	3.3%	3.0%	15.6%	-15.4%
Cc1nc(-c2cccc(F)c2)sc1CCNC(=O)Cc1ccc(F)cc1	-67.9%	-3.3%	.	-8.6%	.	-4.0%	.	-22.5%
CCOC(=O)C1(Cc2cccc(OC)c2)CCCN(S(=O)(=O)c2cccnc2)C1 (stereo not given)	0.1%	2.3%	11.7%	-15.6%	-3.8%	2.6%	8.2%	-0.7%
COC(=O)CSc1nnc(-c2ccco2)n1Cc1ccco1	-6.6%	-7.3%	2.0%[46.1 µM]	-2.6%	1.0%	-4.1%	-1.4%	-6.8%
O=C(NCc1cccs1)c1cc(-c2cccc(Cl)c2)on1	1.1%	7.0%	2.7%[46.1 µM]	-1.9%	4.2%	5.8%	5.2%	-13.9%
Cc1cc(Cl)ccc1OCCCC(N)=O	1.6%	1.0%	1.6%[46.1 µM]	1.7%	5.1%	0.0%	2.8%	3.7%
C/C(=C/CCC(C)C1CCC2(C)C3CCC4C(C)(C)C(=O)CCC4(C)C3=CCC12C)C(=O)O (stereo not given)	-1.0%	0.0%	-31.6%	8.0%	-4.7%	11.0%	7.3%	-6.5%
CC(=O)Nc1ccc(S(=O)(=O)n2cnc3cc(C)c(C)cc32)cc1	0.2%	2.4%	-3.1%[46.1 µM]	-2.2%	-5.2%	-3.2%	0.4%	9.4%
CC(=O)Nc1ccc(NC(=O)COc2ccc3c(c2)CCC3)cc1	-4.7%	-1.3%	8.3%	-5.3%	-4.4%	9.1%	3.9%	-10.7%
CC(C)c1ccc(NC(=O)c2ccc(F)c(S(=O)(=O)N3CCN(c4ccccc4F)CC3)c2)cc1	-3.3%	1.2%	.	-17.3%	.	-18.7%	.	-3.2%
O=C(CSc1nc2ccccc2s1)N1c2ccccc2Sc2ccc(C(F)(F)F)cc21	2.7%	-0.7%	-18.3%[46.1 µM]	-15.2%	1.7%	-11.8%	5.3%	-13.2%
CCCOc1ccc(-c2nonc2NC(=O)c2oc3ccc(Cl)cc3c2C)cc1OCCC	2.9%	-0.8%	.	-7.8%	.	-10.6%	.	1.5%
COc1ccc(C)cc1NC(=O)c1[nH]c(C)c(C(C)=O)c1C	-3.1%	1.2%	-2.5%[46.1 µM]	-1.5%	-5.7%	-1.4%	10.0%	1.2%
Cc1ccc(S(=O)(=O)Nc2ccc3oc(=O)sc3c2)c(C)c1	0.8%	1.2%	-24.0%[46.1 µM]	?	0.6%	?	?	-10.9%
Cc1ccc(C(=O)Nc2ccc3c(c2)OCCO3)o1	-2.3%	-4.7%	-6.7%[46.1 µM]	-9.8%	3.0%	-3.2%	0.9%	-4.3%
CCOCCCNC(=O)c1[nH]c2cc(OC)ccc2c1Sc1ccccc1	1.2%	-3.3%	.	-11.0%	.	-1.8%	.	-2.6%
CS(=O)(=O)N(CC(=O)Nc1ccc2c(c1)OCCO2)Cc1ccccc1	-4.3%	0.0%	-8.4%[46.1 µM]	-1.6%	15.2%	-9.8%	9.9%	-26.3%
Nc1nc(Nc2ccc(Cl)cc2)nc(NCCO)c1[N+](=O)[O-]	-3.3%	-0.4%	-4.9%	-23.4%	-1.3%	-3.8%	5.1%	5.9%
COc1ccc(C)cc1NC(=O)CN1CCN(C/C=C/c2ccccc2)CC1	-3.5%	0.0%	-19.6%[46.1 µM]	-0.6%	-0.9%	-1.4%	-1.7%	-6.5%
Cc1cccc(N(C)c2nc3ccccc3c3nnc(C)n23)c1	0.8%	-1.5%	.	-1.3%	.	5.2%	.	-7.7%
CCCc1cc(=O)[nH]c(SCc2cc(C(=O)OC)c(C)o2)n1	-0.9%	-5.4%	-14.8%[46.1 µM]	-0.1%	-2.1%	0.8%	5.2%	-10.1%
Cc1cccc(-c2noc(C3CC(=O)N(c4ccc5c(c4)OCCO5)C3)n2)c1 (stereo not given)	-0.3%	0.8%	.	-11.0%	.	6.2%	.	-5.6%
Cc1ccc(C(=O)CSc2nnc3ccc4ccccc4n23)cc1	3.1%	0.0%	.	-0.7%	.	9.5%	.	-1.7%

One compound at a time (already shown). Order of values: TR SRC2 fluor cs, Epigenetic reg, NPSR antagonist, Tau fluor counter, GLA spleen mod, Tau FP inhib, CBFb RUNX1 block, TRb-SRC2 inh
CCCc1cc(=O)[nH]c(SCc2cc(C(=O)OC)c(C)o2)n1 is entered as -0.9%, -5.4%, -14.8%[46.1 µM], -0.1%, -2.1%, 0.8%, 5.2%, -10.1%
COc1ccc(C)cc1NC(=O)CN1CCN(C/C=C/c2ccccc2)CC1 is entered as -3.5%, 0.0%, -19.6%[46.1 µM], -0.6%, -0.9%, -1.4%, -1.7%, -6.5%
Cc1ccc(C(=O)CSc2nnc3ccc4ccccc4n23)cc1 is entered as 3.1%, 0.0%, ., -0.7%, ., 9.5%, ., -1.7%
Nc1nc(Nc2ccc(Cl)cc2)nc(NCCO)c1[N+](=O)[O-] is entered as -3.3%, -0.4%, -4.9%, -23.4%, -1.3%, -3.8%, 5.1%, 5.9%
Cc1cccc(-c2noc(C3CC(=O)N(c4ccc5c(c4)OCCO5)C3)n2)c1 (stereo not given) is entered as -0.3%, 0.8%, ., -11.0%, ., 6.2%, ., -5.6%
